High-throughput results: PubChem BioAssay, several laboratories
HTR2A ag: activates the mouse 5-HT2A serotonin receptor | AID 624169 | activation, % at 7.6 µM | CHO-K1 mHTR2A beta-arrestin complementation, luminescence; percent of 30 µM serotonin response | P35363 | 0.66% of 360,000 active;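 active = activation above a run cutoff, the mean activation of all tested compounds plus 3 SD, cut at about 14% in these data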;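 note: 0% = plate median of compound wells and 100% = 30 µM serotonin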
Target sequence (P35363 whole entry, looked up): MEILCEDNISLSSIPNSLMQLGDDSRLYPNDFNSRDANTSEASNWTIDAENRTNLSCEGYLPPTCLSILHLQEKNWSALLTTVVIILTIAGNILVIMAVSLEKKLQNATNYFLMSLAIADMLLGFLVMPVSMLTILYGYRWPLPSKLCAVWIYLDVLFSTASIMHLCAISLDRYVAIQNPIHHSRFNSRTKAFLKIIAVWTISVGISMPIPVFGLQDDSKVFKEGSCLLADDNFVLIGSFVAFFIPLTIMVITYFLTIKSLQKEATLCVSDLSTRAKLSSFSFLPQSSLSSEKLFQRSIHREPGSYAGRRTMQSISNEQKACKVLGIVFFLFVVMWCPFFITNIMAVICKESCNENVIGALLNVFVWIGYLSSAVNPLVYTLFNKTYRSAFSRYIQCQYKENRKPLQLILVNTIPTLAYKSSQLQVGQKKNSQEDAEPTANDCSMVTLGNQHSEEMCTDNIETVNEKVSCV
Peg3 prom inh: reduces Peg3 promoter-driven luciferase expression in HeLa. HeLa PEG-Prom luciferase reporter, luminescence, overnight. inhibition, % at 20 µM. 1.7% of 360,000 active. AID 588405;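 active = inhibition of at least 50% at 20 µM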
hiPSC survival: increases survival of single human iPS cells. hiPSC single-cell survival, ATPlite luminescence; 100% = ROCK inhibitor wells, 0% = DMSO. survival enhancement, % at 20 µM. 0.044% of 360,000 active; in the data active = survival enhancement above about 18%;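 note: cells exposed to compounds for 16 hours before the ATP read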
Shn3 3UTR inh: reduces Shn3 3'UTR luciferase signal in osteoblasts; Clone20 osteoblast Shn3 3'UTR firefly luciferase, 24 h; inhibition, % at 12.5 µM; 0.52% of 360,000 active;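 active = mean inhibition of at least 75% with every replicate also reaching 75%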;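 note: 0% = median of neutral control wells and 100% = pilot-screen positive control compound; some compounds past the cut are filed as inactive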
TRPM1 prom inh: inhibitors of MITF-driven TRPM1 promoter in melanoma cells | inhibition, % at 12.5 µM | 0.83% of 330,000 active | SK-MEL-5 TRPM1 promoter luciferase, 24 h;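 active = mean inhibition across replicates of 60% or more, whatever share of single replicates reaches that level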; note: values of inactives mirror those of a sister screen read the other way
CaV13 ICDI inh: Primary screen for inhibitors of IQ motif and Ca2+-dependent inactivation inhibitor domain binding in CACNA1D, Förster resonance energy transfer in living cells, …. HEK cells, CFP/YFP FRET ICDI-IQ, plate reader, 10 min; percent FRET-ratio fall versus neutral wells. inhibition, % at 12.3 µM. 0.098% of 340,000 active. AID 743397;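 active = mean replicate inhibition of at least 30% and at least 1% of replicates passing that level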;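 note: 0% = median of the neutral control wells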
PDI inh: PDI (human) enzyme inhibition | P07237 | PDI insulin aggregation turbidity, A650, 90 min | inhibition, % at 10 µM | 0.052% of 350,000 active;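 active = mean inhibition across replicates of 30% or more, whatever share of single replicates reach that level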;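 note: absorbance from insulin aggregation driven by PDI reduction with DTT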
HIF-2a inh: inhibitors of HIF-2a; 0.72% of 360,000 active; AID 624352; 786-0 RCC cells HIF-2a reporter, luciferase luminescence, overnight; inhibition, % at 18.8 µM;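 active = inhibition of the luminescence signal of 40% or more relative to plate controls, in a single-dose primary screen at 18.75 µM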
NR2E3 ag-1: activates human photoreceptor nuclear receptor NR2E3; GST-NR2E3/biotin-RetCOR TR-FRET, 1536-well; inhibition of corepressor binding, % at 4.78 µM; 0.12% of 320,000 active; AID 2300;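 active = percent inhibition above the cutoff of mean plus 3 SD of all tested compounds, set per screening campaign, cut at about 20% in these data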;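 note: 0% = DMSO wells and 100% = biotin wells as full block of FRET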
Target sequence (Q9Y5X4 whole entry, looked up): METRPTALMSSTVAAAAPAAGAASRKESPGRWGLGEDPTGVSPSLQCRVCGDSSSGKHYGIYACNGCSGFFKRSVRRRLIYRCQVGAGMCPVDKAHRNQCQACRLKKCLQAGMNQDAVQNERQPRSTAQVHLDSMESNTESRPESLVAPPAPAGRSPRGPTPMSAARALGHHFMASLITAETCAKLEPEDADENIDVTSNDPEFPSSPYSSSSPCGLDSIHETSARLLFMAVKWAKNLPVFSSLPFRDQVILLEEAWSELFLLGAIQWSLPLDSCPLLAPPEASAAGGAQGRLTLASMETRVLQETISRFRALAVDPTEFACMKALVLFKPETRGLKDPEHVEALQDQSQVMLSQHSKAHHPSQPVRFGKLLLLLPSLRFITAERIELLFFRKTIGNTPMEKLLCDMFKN
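Test system: GST-NR2E3 and biotin-RetCOR proteins | Quantity: 1.35 nM GST-tagged NR2E3 final | Medium: Tris pH 7.5 | Also added: 7 nM biotin-RetCOR | Dosing: Compound at 4.8 µM, single dose | Timing: 5 h at 4 °C | Detection: Time-resolved FRET | Read-out basis: Percent inhibition | Benchmarks: Biotin wells as high control, 0.6% DMSO wells as low control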
Cardio protect: modulators protecting cardiomyocytes from myocardial damage. protection from H2O2 cell death, % at 20 µM. H9c2 cardiomyocytes, H2O2 injury protection, ATPLite, 2 h. 0.63% of 360,000 active;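 active = compounds giving at least 50% protection of heart cells from peroxide-induced death in the single-dose screen, raw or plate-pattern-corrected value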;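 note: 0% = DMSO wells with peroxide and 100% = DMSO wells without peroxide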
NR2E3 ag-2: activates human NR2E3 receptor; AID 602229; CHO-S Gal4-NCOR/VP16-NR2E3 two-hybrid, luciferase; 0.35% of 360,000 active; inhibition of corepressor binding, % at 3.98 µM;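 active = inhibition above the mean of all tested compounds plus 3 SD, cut at about 70% in these data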;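 note: 0% = DMSO with NR2E3 transfected cells and 100% = cells lacking NR2E3 construct; higher means lower luciferase signal from less NR2E3 corepressor binding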
An asterisk follows results filed as active; nt = no result given.

Results follow in this order: HTR2A ag	Peg3 prom inh	hiPSC survival	Shn3 3UTR inh	TRPM1 prom inh	CaV13 ICDI inh	PDI inh	HIF-2a inh	NR2E3 ag-1	Cardio protect	NR2E3 ag-2
Cc1cc(C)c(-c2c(O)c3cnn(-c4ccccc4)c3[nH]c2=O)c(C)c1
    2	12	3.6	-5	6	-2	-3	6	-3	12	-10
COc1cc(NC(=O)CNc2ccc(Cl)c(S(=O)(=O)N3CCOCC3)c2)cc(OC)c1
    0	22	-0.5	18	12	-4	-1	4	4	-7	-7
COC(=O)C1=C(C(=O)OC)SC2(S1)C(C(=O)OC)=C(C(=O)OC)SC1=C2c2cc(C)cc(C)c2NC1(C)C
    -7	8	-3.7	-3	-1	0	-15	23	-1	-1	-13
COCCCn1c(=O)/c(=C\c2ccccc2OC(C)C)s/c1=C(/C#N)C(=O)Nc1ccc(C(=O)O)cc1
    1	15	-0.4	-12	0	-2	-2	4	3	16	16
COc1ccc(CC(NC(C)=O)C(=O)NC2CCN(C(=O)c3ccc([N+](=O)[O-])cc3)CC2)cc1OC (stereo not drawn)
    1	-1	0.0	-17	0	-5	3	18	-1	2	-32
Cn1nnnc1SCCNS(=O)(=O)c1ccccc1
    -4	-4	3.9	1	0	1	1	12	-1	-1	-8
CCn1cc(C(=O)NP(=O)(Nc2ccc(C)cc2)Nc2ccc(C)cc2)c2ccccc21
    -8	-3	-0.1	8	7	2	-21	2	1	11	-57
CCOC(=O)COc1c(-c2ccc(OC)cc2)oc2ccccc2c1=O
    -5	-9	0.1	-10	-5	-4	-5	10	0	13	-33
COC(=O)C1=C(CSc2nnnn2C)NC(=O)NC1c1cc(C)ccc1C (stereo not drawn)
    1	6	-1.6	nt	-1	nt	0	14	0	22	4
O=C(O)COc1ccc(Nc2ccccc2)cc1
    -3	14	0.3	6	1	-4	2	11	1	-3	-14
COc1ccc(OC)c(/C=N/NC(=O)CCc2c(C)n[nH]c2C)c1
    3	10	0.0	-10	-3	-4	-5	16	0	-1	16
Cc1ccc(C)c(S(=O)(=O)N/N=C/c2ccc(C(=O)O)cc2)c1
    0	3	-1.0	5	-2	-3	-8	23	0	-3	9
CCN(CC)CCNc1ccc(Cl)cc1[N+](=O)[O-]
    1	11	-1.3	-8	-4	-3	-1	23	-2	9	-19
CN(CC(=O)Nc1cccc(F)c1)C(=O)c1ccc2c(c1)NC(=O)CS2
    8	-6	-0.2	-9	-1	-5	0	-5	3	3	3
CCOc1ccc(NC(=O)C(=O)N/N=C/c2ccccc2F)cc1
    -3	-5	-0.4	-6	8	-4	-2	8	1	4	-1
S=c1[nH]nc(Cn2nnc3ccccc32)n1-c1ccc(Cl)cc1
    -1	-1	-0.1	-42	3	3	6	14	2	20	-11
O=C(COc1ccccc1)Nc1sc2c(c1C(=O)NCc1cccnc1)CCCC2
    -2	-39	10	29	15	nt	1	-124	-9	23	-33
Cc1ccc(C)c(S(=O)(=O)N2CCN(C(=O)[C@H](Cc3ccccc3)NC(=O)c3ccco3)CC2)c1
    -4	14	0.8	11	5	-3	5	5	nt	-1	-10
COc1cccc2c(=O)n(CC(=O)Nc3ccc(F)cc3F)ccc12
    0	-16	0.3	-39	6	-6	4	-1	4	3	-33
Cc1ccc2nc(C(C)(C)C)c(Cc3cccc(Cl)c3)n2c1
    -3	-12	0.7	-33	nt	-7	nt	-166	nt	-5	-84

Continuation.
Results follow in this order: HTR2A ag	Peg3 prom inh	hiPSC survival	Shn3 3UTR inh	TRPM1 prom inh	CaV13 ICDI inh	PDI inh	HIF-2a inh	NR2E3 ag-1	Cardio protect	NR2E3 ag-2
N#CCO/N=C/C(=O)Nc1ccc(F)cc1F
    7	-12	2.7	-22	-11	-4	6	-1	2	-4	-13
O=C(Nc1ccc(-c2nc3cccnc3s2)cc1)c1cccnc1Cl
    7	-169	0.3	-116	-46	-5	-5	-195	-6	7	-152
Cc1cc(C)cc(NC(=S)NC2CC3CCCC(C2)N3CC(C)C)c1 (stereo not drawn)
    -2	6	-0.4	-24	-11	-1	0	5	-1	10	-7
COCCCN1CN(Cc2ccco2)CNC1=S
    -1	5	0.5	-16	nt	-5	-4	17	-1	-1	-4
COc1cc(OC)c(OC)cc1/C=N/NC(=O)c1cc(-c2cccn2C)n[nH]1
    -5	-4	0.2	1	1	-5	4	17	2	44	-12
CC1(NC(=O)CC(c2ccccc2)(c2ccccc2)c2ccccc2)CCN(CCCc2ccccc2)C1=O (stereo not drawn)
    -4	43	2.0	39	5	-11	1	-1	-2	-10	14
Cc1ccc(C)c(SCC(=O)OCC(=O)Nc2ccc(S(=O)(=O)N3CCOCC3)cc2)c1
    -2	12	1.1	0	-2	-8	-9	-4	5	-5	-14
CCOC(=O)c1c(C)[nH]c(C(=O)COC(=O)c2ccco2)c1C
    0	-81	-2.6	-49	-28	-5	3	-3	nt	0	7
CCC(C)(C)NC(=O)C(c1ccccc1F)N(Cc1ccco1)C(=O)c1csnn1 (stereo not drawn)
    1	14	2.6	6	-4	-6	-5	14	2	5	2
CN(CC(=O)Nc1ccccc1Br)C(=O)CN(C)C1CCCCC1
    1	19	-0.8	-14	-1	-5	-7	11	-1	2	-17
COc1ccc(C(=O)O/N=C(\N)c2ccccn2)c(OC)c1
    3	-28	-0.3	25	9	-5	6	-78	2	-11	-97
c1ccc(CNc2nc(-c3cccs3)nc3ccccc23)cc1
    -6	13	-1.8	-7	-7	-4	7	-47	nt	-10	-7
CCCN(CCC)CCNC(=O)c1cc2c(=O)n(C)c3ccccc3c2n1C
    5	0	-0.3	-6	-10	-2	nt	-3	1	35	1
O=C1CC(C(=O)N2CCc3ccccc32)CN1c1cccc(C(F)(F)F)c1 (stereo not drawn)
    -7	12	-2.3	-49	8	-2	-4	6	1	2	-1
C=C1C(=O)C2=CC1CCC(=O)C1(C)CCC(OC(C)=O)C(C)(C)C1CC2O (stereo not drawn)
    -1	99*	-3.6	84*	nt	-7	-4	86*	nt	-17	43
COc1ccc(-c2cc(C(F)(F)F)nc(SCC(=O)N(C)Cc3cn(C)nc3C)n2)cc1OC
    4	14	4.5	2	-6	-5	-2	19	3	22	6
COc1ccccc1N1CCN(C(=O)c2sc3ncnc(N4CCN(c5ccccn5)CC4)c3c2C)CC1
    -5	84*	-0.6	35	16	nt	-9	7	0	22	22
COc1ccc(CSc2nnnn2-c2ccc(O)cc2)cc1F
    5	15	-0.3	15	10	-8	-3	1	1	-9	41
CC(=O)c1c(C)[nH]c(C(=O)OCC(=O)N2CCN(S(=O)(=O)c3ccc(C)cc3C)CC2)c1C
    1	32	4.0	23	17	nt	1	23	3	-3	28
CC(=O)OC(C(=O)NCc1ccc2c(c1)OCO2)c1ccccc1Cl (stereo not drawn)
    2	-2	-2.0	17	2	-5	10	-11	0	-3	5

Continuation.
| SMILES | HTR2A ag | Peg3 prom inh | hiPSC survival | Shn3 3UTR inh | TRPM1 prom inh | CaV13 ICDI inh | PDI inh | HIF-2a inh | NR2E3 ag-1 | Cardio protect | NR2E3 ag-2 |
| --- | --- | --- | --- | --- | --- | --- | --- | --- | --- | --- | --- |
| CSc1nsc(SCC(=O)Nc2nncs2)n1 | -3 | 2 | 0.9 | 5 | 6 | -7 | -1 | 12 | 0 | 7 | 9 |
| Cc1ccc(S(=O)(=O)N(C)C[C@H]2OCc3cnnn3CCCC(=O)N([C@@H](C)CO)C[C@H]2C)cc1 | 1 | -1 | 1.3 | -13 | nt | -6 | 5 | 12 | nt | -5 | -17 |
| CN(C)CCN(C(=O)C1CCCCC1)c1nc2cc3c(cc2s1)OCCO3 | -4 | -133 | -2.0 | -12 | nt | -15 | -62 | -121 | nt | 1 | -23 |
| Cc1ccc(S(=O)(=O)Nc2ccccc2C(=O)N2CCOCC2)cc1 | 13 | 0 | -0.6 | 7 | 7 | nt | -7 | 7 | 3 | 2 | -17 |
| CCOC(=O)c1c(N)sc(=S)c2c1CCC2 | 0 | 16 | 1.7 | 7 | 3 | -6 | -2 | 16 | 6 | 8 | 7 |

A different layout for two compounds above.
> Cc1ccc(S(=O)(=O)N(C)C[C@H]2OCc3cnnn3CCCC(=O)N([C@@H](C)CO)C[C@H]2C)cc1
- HTR2A ag: 1
- Peg3 prom inh: -1
- hiPSC survival: 1.3
- Shn3 3UTR inh: -13
- TRPM1 prom inh: nt
- CaV13 ICDI inh: -6
- PDI inh: 5
- HIF-2a inh: 12
- NR2E3 ag-1: nt
- Cardio protect: -5
- NR2E3 ag-2: -17
> CSc1nsc(SCC(=O)Nc2nncs2)n1
- HTR2A ag: -3
- Peg3 prom inh: 2
- hiPSC survival: 0.9
- Shn3 3UTR inh: 5
- TRPM1 prom inh: 6
- CaV13 ICDI inh: -7
- PDI inh: -1
- HIF-2a inh: 12
- NR2E3 ag-1: 0
- Cardio protect: 7
- NR2E3 ag-2: 9

Shn3 3UTR inh: entries above that show a hit.
SMILES | HTR2A ag | Peg3 prom inh | Shn3 3UTR inh | TRPM1 prom inh | CaV13 ICDI inh | PDI inh | HIF-2a inh | NR2E3 ag-1 | NR2E3 ag-2
C=C1C(=O)C2=CC1CCC(=O)C1(C)CCC(OC(C)=O)C(C)(C)C1CC2O (stereo not drawn) | -1 | 99* | 84* | nt | -7 | -4 | 86* | nt | 43
